From PubChem BioAssay
TGFb SMAD3 inh = qHTS for Inhibitors of TGF-b | HepG2 CAGA-GFP TGF-b/SMAD3 reporter, GFP fluorescence, 18 h; TGF-beta stimulated, 500 pg/mL final | Potency, µM (doses to about 46.1 µM), for the others: at the highest dose activity, negative = inhibition, hits mostly inhibitors | 410,000 compounds, 1.2% hits | AID 588855, 2011; also: potency is read from the fitted curve at half-maximal effect; % is scaled to controls: 0 for no effect and ±100 for the full control effect; nearly all actives have a fitted effect of over 65% in size
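Read-out: total well GFP (ex488/em500-530) summed from mean per-cell fluorescence. Cells: HEPG2 CAGA-GFP, 1% FBS DMEM, 18 h at 37 degrees C with 500 pg/mL final TGF-beta. Unstimulated wells served as the full-inhibition control; stimulated DMSO wells = 0%.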
EPAC2 agonist = qHTS for Agonist of cAMP-regulated guanine nucleotide exchange factor 4 (EPAC2): primary screen; Rap guanine nucleotide exchange factor 4 (Homo sapiens), Q8WZA2; EPAC2 activation, biochemical qHTS; response scale: 100% = 6.5 mM cAMP response; Potency, µM (highest dose often 154 µM), inactives show top-dose activation, usual class: activators; 360,000 compounds, 0.079% hits; AID 720711, 2013; also: potency is read from the fitted curve at half-maximal effect; nearly all actives have a fitted effect of over 50% in size
Target sequence (Q8WZA2 whole entry, looked up): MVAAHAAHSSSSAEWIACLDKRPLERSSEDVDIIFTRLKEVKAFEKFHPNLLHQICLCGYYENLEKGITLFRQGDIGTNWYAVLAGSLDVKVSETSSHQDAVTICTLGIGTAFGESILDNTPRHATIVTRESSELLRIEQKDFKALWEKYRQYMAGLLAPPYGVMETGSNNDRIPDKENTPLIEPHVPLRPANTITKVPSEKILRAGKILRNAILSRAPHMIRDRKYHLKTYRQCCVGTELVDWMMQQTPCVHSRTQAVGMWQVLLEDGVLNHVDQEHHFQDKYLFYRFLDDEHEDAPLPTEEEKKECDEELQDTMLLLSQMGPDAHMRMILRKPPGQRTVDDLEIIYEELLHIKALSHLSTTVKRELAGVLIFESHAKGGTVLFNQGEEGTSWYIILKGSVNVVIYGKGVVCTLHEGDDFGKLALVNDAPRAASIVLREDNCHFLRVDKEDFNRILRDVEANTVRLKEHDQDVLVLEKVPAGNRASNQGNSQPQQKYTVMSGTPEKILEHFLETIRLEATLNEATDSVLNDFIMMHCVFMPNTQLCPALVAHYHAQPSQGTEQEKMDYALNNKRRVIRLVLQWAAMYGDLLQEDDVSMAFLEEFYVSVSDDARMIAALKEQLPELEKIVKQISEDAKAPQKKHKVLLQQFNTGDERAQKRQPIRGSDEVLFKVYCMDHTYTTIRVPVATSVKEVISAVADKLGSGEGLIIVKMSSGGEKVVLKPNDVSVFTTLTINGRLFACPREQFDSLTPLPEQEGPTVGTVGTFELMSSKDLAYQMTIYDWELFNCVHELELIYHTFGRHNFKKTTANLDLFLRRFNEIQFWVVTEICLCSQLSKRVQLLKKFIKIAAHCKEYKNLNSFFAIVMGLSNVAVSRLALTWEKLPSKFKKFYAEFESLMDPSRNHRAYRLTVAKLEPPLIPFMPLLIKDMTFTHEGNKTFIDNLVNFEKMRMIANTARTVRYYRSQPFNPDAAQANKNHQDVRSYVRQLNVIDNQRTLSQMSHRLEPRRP
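Readout is BODIPY fluorescence (480 nm excitation, 540 nm emission), which falls as labeled GDP is exchanged off Rap1B. EPAC2 at 100 nM acted on 250 nM RAP1B-BODIPY-GDP with 50 uM GDP present.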
CCT chaperon mod = High-Throughput Screening for Modulators of Cytosolic Chaperonin Activity; purified chaperonin ATPase assay, HTRF ADP detection, 30 min; activity change, % (no concentration beside the values), hits read low; 360,000 compounds, 0.3% hits; in the data active = activity change below about -30%; also: % is scaled to controls: 0 for no effect and ±100 for the full control effect
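Enzyme 40 or 20 nM (batch-dependent) in Tris pH 7.4/KCl/MgCl2/DTT; cpd 76 uM single point; ATP 10 uM; 30 min 37 °C; Transcreener ADP HTRF detection, 30 min RT; ratio 665/615.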
Nrf2 inh = Nrf2 qHTS screen for inhibitors. 360,000 compounds, 2.1% hits. Potency, µM (top dose mostly 46 µM), for inactives: at the highest dose activity change, negative = inhibition, most hits filed as inhibitors. A549 ARE-Fluc reporter, luciferase luminescence, 18-24 h; also: potency is read from the fitted curve at half-maximal effect; % is scaled to controls: 0 for no effect and ±100 for the full control effect; nearly all actives have a fitted effect of over 60% in size
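Nrf2 function is reported as luminescence of an ARE-controlled luciferase in A549 cells. Compounds were tested at several concentrations, and a CellTiter-Fluor read on the same wells flagged cytotoxicity.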
EPAC2 antag = qHTS for Antagonist of cAMP-regulated guanine nucleotide exchange factor 2 (EPAC2): primary screen; EPAC2 GEF exchange of Rap1B-BODIPY-GDP, fluorescence; Potency, µM (series often up to 114 µM), for inactives: at the top dose activity, negative = inhibition, actives largely listed as inhibitors; 360,000 compounds, 0.18% hits; also: potency is read from the fitted curve at half-maximal effect; % is scaled to controls: 0 for no effect and ±100 for the full control effect; nearly all actives have a fitted effect of over 45% in size; many of its hits are not listed in these tables
A549 viability = Nrf2 qHTS screen for inhibitors: counterscreen for cytotoxicity | A549 ARE-Fluc cells, CellTiter-Fluor viability, 18-24 h | Potency, µM (top dose mostly 46 µM), for the others: at the highest dose activity change, negative = cytotoxicity, usual class: inhibitors | 390,000 compounds, 0.16% hits; also: potency is read from the fitted curve at half-maximal effect; % is scaled to controls: 0 for no effect and ±100 for the full control effect
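A549 ARE-Fluc cells in 5% FBS OPTI-MEM, 5000 cells/well, rested 2 h then exposed to compounds in concentration-response for 18-24 h at 37 °C. Viability by CellTiter-Fluor fluorescence (Ex 405/Em 525) after 30 min; luciferase luminescence (BugLite, 15 min, RT) read afterwards.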
Nrf2 ARE act = qHTS of Nrf2 Activators. Potency, µM (doses to about 46.1 µM), without a hit: at the top dose activation, hits mostly activators. AREc32 ARE-luciferase reporter (MCF7-derived line), luminescence, 24 h. 410,000 compounds, 0.31% hits; also: potency is read from the fitted curve at half-maximal effect; % of control where 0% means no effect; nearly all actives have a fitted effect of over 65% in size
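Quantitative high-throughput format: AREc32 reporter cells, 1000 per well, received compound by pin transfer and were incubated 24 hr at 37 deg C, 5% CO2, before Steady-Glo luminescence detection.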
Mm-Cpn inhibitor = Inhibitors of TCP-1 ring complex (TRiC) of Methanococcus maripaludis (MmCpn): qHTS. Chaperonin Mm-Cpn (Methanococcus maripaludis). purified Mm-Cpn ATPase, ADP Transcreener TR-FRET. Potency, µM (series often up to 76.9 µM), without a hit: at the top dose activity, negative = inhibition, actives largely listed as inhibitors. 330,000 compounds, 0.031% hits; also: potency is read from the fitted curve at half-maximal effect; % is scaled to controls: 0 for no effect and ±100 for the full control effect; nearly all actives have a fitted effect of over 80% in size
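TR-FRET (320 nm excitation; 590 and 665 nm emission) reports ADP made from 10 uM ATP by 25 nM enzyme; compounds were preincubated 10 min, reaction run 30 min, both at 37°C.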
pAkt inh = HTS Assay for Inhibitors of Akt Phophorylation: Primary Screen. Neuro2A IGF-stimulated pAkt S473 HTRF, 20 min; hits give low values. activity change, % for hits at 50 µM. 360,000 compounds, 0.32% hits. AID 651550, 2012; in the data active = activity change below about -80%; inconclusive = mostly about -51% to -80%; also: % is scaled to controls: 0 for no effect and ±100 for the full control effect
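Neuro2A cells in DMEM with 0.5% FBS, overnight at 37 deg C, given compound at single 50 µM final, then IGF (6 nM final) for 20 min at 37 deg C. Lysed; phospho-Akt Ser473 by HTRF after 24 h, 665/615 ratio.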
Starred values were filed as active, the others as inactive; i = inactive; u = inconclusive; x = no result given; [ ] = another dose, or the depositor's remark. Unless noted, calls follow the shape of the dose curve; as a rule, active = well fitted curve in the direction sought with a large enough effect; inconclusive = small, poorly fitted or top-dose-only effect, or another doubt; inactive = no such curve, though single readings can be large; an effect the other way counts as inactive or inconclusive.

SMILES | TGFb SMAD3 inh | EPAC2 agonist | CCT chaperon mod | Nrf2 inh | EPAC2 antag | A549 viability | Nrf2 ARE act | Mm-Cpn inhibitor | pAkt inh
O=[N+]([O-])c1ccc(Sc2n[nH]c(-c3ccc(Cl)cc3Cl)n2)nc1 | 0% | -17% | -1.9 | -10% | 12% | 2% | 0.3% | -3% | i
Cc1csc(SCC(=O)NC(=O)NCc2ccccc2)n1 | 0% | -4% | -1.1 | 18% | 3% | -4% | -0.8% | 1% | i
O=C1c2ccccc2C(=O)N1CCC1=CCCCC1 | u | 0% | 0.0 | u | 1% | 4% | 3.7% | 1% | i
CN(C)c1ccc(C(=O)C(=O)c2ccccc2)cc1 | 11% | 12% | -1.3 | 5% | u | -3% | 0.0% | 1% | i
CC1CC(C)CN(C(=O)CSCC(=O)Nc2nc(-c3cccs3)cs2)C1 (configuration not stated) | -18% | 11% | -0.8 | 16% | -9% | -2% | 18% | -7% | i
O=C(O)c1ccccc1C(=O)c1ccc2c(c1)N(Cc1ccc(Cl)c(Cl)c1)C(=O)CO2 | -5% | 14% | -2.4 | u | -7% | u | 0.0% | -2% | i
CC(=O)c1ccc(OC(C)C)c(CC(C(N)=O)C(N)=O)c1 | 9% | -4% | 1.6 | 3% | -2% | -6% | -0.4% | 1% | i
CCN1CCN(CC(=O)Nc2ccc(C(C)=O)cc2)CC1 | -12% | -4% | 1.0 | u | 0% | -5% | 1.1% | -1% | i
CCn1c(SCC(=O)N/N=C/C=C\c2ccco2)nc2ccccc21 | u | 5% | 0.6 | u | -5% | 0% | 3.5µM* | 0% | i
CC1CCCCN1S(=O)(=O)c1ccc(N(C(=O)c2cnccn2)C(C(=O)NC2CCCC2)c2cccs2)cc1 (configuration not stated) | -16% | 9% | -0.6 | -27% | -4% | -1% | -0.7% | -1% | i
CN(C)C(=O)N1CCC(C(=O)NCc2ccccc2Cl)CC1 | 11% | 5% | -0.9 | 0% | 25% | 5% | -0.7% | 0% | i
O=C(COC(=O)C1CC(=O)N(Cc2ccccc2)C1)c1ccc(Br)cc1 (configuration not stated) | -19% | 10% | -0.8 | 3% | -7% | 8% | 0.0% | 2% | i
COCCc1nn2c(=O)cc(COC(=O)c3ccco3)nc2s1 | -14% | x | x | 28% | x | 4% | 4.7% | x | x
CCCCc1nnc(NC(=O)CN2C(=O)NC3(CCCCC3)C2=O)s1 | 0% | 9% | -0.5 | -6% | -5% | 17% | -0.3% | 1% | i
O=C(CN1C(=O)c2ccc(Br)cc2C1=O)NCC1CCCO1 (configuration not stated) | 2% | 7% | 0.6 | -3% | 4% | 3% | -0.5% | 0% | i
O=C(NCCS(=O)(=O)N1CCN(c2ccccc2F)CC1)c1ccc(Cl)cc1 | 8% | -4% | -2.3 | 6% | -10% | 2% | -0.3% | 0% | i
CC(=O)Nc1cc(-c2cccc(C(=O)NCCN(C)C)c2)cn2c(-c3ccc(S(C)(=O)=O)cc3)cnc12 | -3% | 11% | -2.1 | x | 11% | x | -0.9% | x | i
COc1ccccc1C(=O)NNC(=O)c1cc2ccccc2cc1O | -20% | 2% | 0.2 | x | -8% | x | 0.5% | x | i
CC(Oc1ccccc1)C(=O)N1CCN=C1SCc1cccc(F)c1 (configuration not stated) | 2% | 9% | -1.4 | -17% | -10% | 1% | 0.5% | 0% | i
O=C(CCCOc1ccccc1)NCCc1nc2ccccc2[nH]1 | -12% | 1% | 2.4 | 1% | 1% | -3% | -0.7% | 1% | i

Quoted at random: 4 entries already listed.
SMILES | TGFb SMAD3 inh | EPAC2 agonist | CCT chaperon mod | Nrf2 inh | EPAC2 antag | A549 viability | Nrf2 ARE act | Mm-Cpn inhibitor | pAkt inh
CC(=O)Nc1cc(-c2cccc(C(=O)NCCN(C)C)c2)cn2c(-c3ccc(S(C)(=O)=O)cc3)cnc12 | -3% | 11% | -2.1 | x | 11% | x | -0.9% | x | i
COCCc1nn2c(=O)cc(COC(=O)c3ccco3)nc2s1 | -14% | x | x | 28% | x | 4% | 4.7% | x | x
CCCCc1nnc(NC(=O)CN2C(=O)NC3(CCCCC3)C2=O)s1 | 0% | 9% | -0.5 | -6% | -5% | 17% | -0.3% | 1% | i
COc1ccccc1C(=O)NNC(=O)c1cc2ccccc2cc1O | -20% | 2% | 0.2 | x | -8% | x | 0.5% | x | i

New compounds follow
SMILES | TGFb SMAD3 inh | EPAC2 agonist | CCT chaperon mod | Nrf2 inh | EPAC2 antag | A549 viability | Nrf2 ARE act | Mm-Cpn inhibitor | pAkt inh
COc1ccc(CCN2CC(C(=O)N(C)Cc3ccccn3)CCC2=O)cc1 (configuration not stated) | 3% | 4% | 0.3 | x | 20% | x | 0.4% | x | i
CNS(=O)(=O)c1cccc(C(=O)OCC(=O)c2cc(C)n(CC3CCCO3)c2C)c1 (configuration not stated) | 12% | 8% | 2.3 | u | 9% | 4% | -1.6% | 3% | i
COc1cc(OC)cc(-c2c(-c3cccs3)c3cc(-c4ccc(OCc5ccccc5)cc4)ccc3n2C)c1 | 5% | 13% | -2.9 | 3% | 7% | -1% | -0.1% | u | i
OCCN(CCO)c1cc2c3ccccc3ccc2c2ccccc12 | u | 12% | -0.3 | 0% | -1% | 2% | 11% | x | i
COc1ccc(NC(=O)c2cc(=O)[nH]c(=O)[nH]2)cc1S(=O)(=O)Nc1ccccc1Cl | 7% | 4% | 1.0 | -14% | 1% | 0% | 1.4% | 0% | i
O=C(CN1C(=O)CSc2ccccc21)N1CCc2ccccc21 | -5% | 0% | -2.0 | x | -2% | -2% | -0.6% | -9% | i
O=C(N/N=C/c1ccccc1[N+](=O)[O-])c1ccc2nc[nH]c2c1 | 4% | 4% | 0.8 | 21% | 2% | 2% | 4.0% | -2% | i
CN(CC(=O)NNC(=O)CNC(=O)c1ccccc1F)S(=O)(=O)c1ccc(Cl)cc1 | 2% | 10% | -5.4 | 3% | -2% | 7% | 2.0% | 0% | i
CCOc1ccc(OCCC(=O)OCC(=O)NC(C)c2ccccc2)cc1 (configuration not stated) | 0% | -2% | -0.8 | -10% | 13% | -8% | 0.1% | 0% | i
CC1CCN(C(=O)CC#N)CC1 | 60%[activator] | 7% | -1.1 | 19% | 14% | 23% | -0.7% | 0% | i

Full records, looked up by structure. Screens in order: TGFb SMAD3 inh | EPAC2 agonist | CCT chaperon mod | Nrf2 inh | EPAC2 antag | A549 viability | Nrf2 ARE act | Mm-Cpn inhibitor | pAkt inh
Entry for `COc1ccc(NC(=O)c2cc(=O)[nH]c(=O)[nH]2)cc1S(=O)(=O)Nc1ccccc1Cl` : 7% | 4% | 1.0 | -14% | 1% | 0% | 1.4% | 0% | i
Entry for `CNS(=O)(=O)c1cccc(C(=O)OCC(=O)c2cc(C)n(CC3CCCO3)c2C)c1` (configuration not stated) : 12% | 8% | 2.3 | u | 9% | 4% | -1.6% | 3% | i
Entry for `CCOc1ccc(OCCC(=O)OCC(=O)NC(C)c2ccccc2)cc1` (configuration not stated) : 0% | -2% | -0.8 | -10% | 13% | -8% | 0.1% | 0% | i

Next structures follow.
SMILES | TGFb SMAD3 inh | EPAC2 agonist | CCT chaperon mod | Nrf2 inh | EPAC2 antag | A549 viability | Nrf2 ARE act | Mm-Cpn inhibitor | pAkt inh
COc1ccc(C(O)(CCN2CCOCC2)c2ccccc2)cc1 (configuration not stated) | 11% | 2% | 0.6 | 3% | -5% | -1% | 0.0% | 1% | i
Cc1cc(NC(=O)CCCSc2nc(-c3ccco3)cc(C(F)(F)F)n2)no1 | -10% | 3% | -0.7 | 8% | -5% | 0% | -0.6% | 1% | i
Cn1cccc1Cc1nnc(SCC(=O)Nc2ccc3c(c2)OCCO3)n1-c1ccc(F)cc1 | -1% | 7% | -1.6 | -3% | -7% | -11% | 0.2% | -3% | i
CC1(C)Cc2ccccc2-c2nnc(-c3ccco3)n21 | -13% | -6% | 0.5 | 8% | 19% | -9% | -0.3% | 1% | i
CC(=O)N(OCc1ccc(OC(C)C)c(Cl)c1)C(C)=O | 1% | 3% | -2.9 | -19% | 4% | 7% | 0.0% | 1% | i
CC1CCN(C(=O)CCCl)c2ccccc21 (configuration not stated) | 16% | -6% | -2.3 | -5% | -2% | 6% | 0.5% | x | i
CCCCn1nnnc1C(c1cc2ccccc2o1)N(CCC#N)Cc1ccccc1 (configuration not stated) | x | 15% | -0.3 | x | 3% | x | 5.5% | x | i
Cc1nc2ccn(Cc3cccnc3)c(=O)c2cc1C(=O)NCc1ccc(Cl)cc1 | -9% | x | x | u | x | 0% | 3.7% | x | x

An excerpt. The share of hits here may be higher or lower than overall.
